Dyrk1A ADPGlo – rat Dyrk1A kinase inhibitors, primary screen, biochemical, single point, plate reader | ADP-Glo luminescence, NFATc1 peptide | inhibition, % at 12.5 µM | 310,000 tested, 0.43% active; in the data active = inhibition above about 50%;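 also: plate controls were vehicle with enzyme for no effect and no enzyme for full effect; many of its hits are not listed in these tables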
KCNQ1 inh – inhibitors of human KCNQ1 channel, primary screen, cell-based, thallium flux, high-throughput; Potassium voltage-gated channel subfamily KQT member 1 (Homo sapiens), P51787; CHO-K1 KCNQ1, FluxOR thallium flux fluorescence; hits give high values; B-score at 10 µM; 310,000 tested, 1.3% active; AID 2642, 2010;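 active = compounds whose thallium flux B-score, printed positive for inhibition, exceeds three library SD while starting fluorescence stays within three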;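 also: channel opened by potassium depolarization with thallium stimulus after 20 min compound exposure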
KCNK3 inh – human KCNK3 channel inhibitors, primary screen, CHO cells, FluxOR thallium flux, B-score. B-score at 10 µM. 340,000 tested, 0.84% active. FluxOR fluorescence; hits give low values. Potassium channel subfamily K member 3 (Homo sapiens), O14649;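 active = B-score under library mean minus 4 SD, starting fluorescence ratio at most library mean plus 5 SD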;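 also: more negative B-score means stronger inhibition of thallium flux through KCNK3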
Target sequence (O14649 whole entry, looked up): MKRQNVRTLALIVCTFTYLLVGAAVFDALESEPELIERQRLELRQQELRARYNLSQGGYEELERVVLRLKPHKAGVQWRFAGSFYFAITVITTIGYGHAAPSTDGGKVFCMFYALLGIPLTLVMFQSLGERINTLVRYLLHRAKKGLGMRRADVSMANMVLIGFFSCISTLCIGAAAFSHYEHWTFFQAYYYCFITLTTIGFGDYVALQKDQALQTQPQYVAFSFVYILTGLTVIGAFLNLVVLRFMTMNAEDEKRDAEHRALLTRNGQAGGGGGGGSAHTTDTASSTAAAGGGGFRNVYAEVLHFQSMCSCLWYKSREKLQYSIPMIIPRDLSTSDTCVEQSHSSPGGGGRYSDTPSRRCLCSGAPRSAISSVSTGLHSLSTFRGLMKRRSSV
hERG protect – hERG rescue from dofetilide block, primary screen, cell-based, CHO-hERG, FluxOR thallium flux, dofetilide IC70 | Voltage-gated inwardly rectifying potassium channel KCNH2 (Homo sapiens), Q12809 | dofetilide IC70 present | activation (rescue from dofetilide block), less the hit threshold, % at 10 µM | 310,000 tested, 0.51% active | AID 1511, 2009;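 active = activation above the mean of controls blocked by dofetilide plus 5 SD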;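 also: thallium influx through hERG after potassium depolarization seen as dye fluorescence rise; in these data hits start at about 4.7%; inactives centre near -7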
PolyA inhibitor – polyadenylation inhibitors in yeast reporter cells, primary screen, luminescence, S. cerevisiae; 300,000 tested, 0.02% active; AID 1875, 2009; calls only at 12 µM; S. cerevisiae SKY197-pL101 polyadenylation reporter, beta-gal luminescence; efflux-impaired pdr1/pdr3 knockout yeast; score 100 = 6 SD above DMSO;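 active = lowest replicate activity score at least 50, where 100 means six control SD above control mean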;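 also: yeast exposed to compound for 9 h at 30 °C; higher score means more reporter readthrough which indicates perturbed polyadenylation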
GSK3beta inhib – human GSK3beta kinase inhibitors, primary screen, biochemical, cell-free homogeneous, HTS. Glycogen synthase kinase-3 beta (Homo sapiens), P49841. GST-GSK3beta kinase, ADP-Glo luminescence, 60 min; hits give low values. activity score (negative = inhibition), % at 10 µM. 300,000 tested, 0.038% active;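 active = more than half of replicate wells score below -50%, meaning over 50% inhibition versus plate controls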;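 also: 0% = median DMSO wells and -100% = median GW8510 positive control wells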
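Assay system: GST-fused GSK3beta enzyme, cell-free / Medium: Tris pH 7.5 buffer with MgCl2, DTT, BSA, heparin / Also added: peptide substrate plus 25 µM ATP (final) / Compound: 10 µM single point / Timing: kinase reaction with compound 60 min at room temperature / Detection: ADP-Glo luminescence / Benchmarks: DMSO neutral wells and GW8510 at 20 µM as positive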
KCNK9 inh – KCNK9 potassium channel inhibitors, primary screen, HEK293 cells, thallium flux | Potassium channel subfamily K member 9 (Homo sapiens), Q9NPC2 | 310,000 tested, 1.2% active | B-score at 10 µM | FluxOR thallium flux fluorescence; hits give low values;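 active = ratio B-score over 3 SD below the library mean, with starting fluorescence within 5 SD of its mean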;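 also: negative B-score means less thallium flux so channel inhibition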
RGS4 inh – RGS4 inhibitors, primary screen, cell-based, HEK293 M3R inducible RGS4, calcium flux; Regulator of G-protein signaling 4 (Homo sapiens), P49798; 310,000 tested, 0.45% active; B-score at 10 µM; Fluo-4 calcium flux; hits give high values; triggered by carbachol at its EC20;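 active = B-score, a plate-corrected calcium signal, over three deviations above library mean, with baseline fluorescence within five deviations of library mean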;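 also: RGS4 expression induced by doxycycline in cells with stable M3 receptor; B-score is computed from the integrated fluorescence ratio over baseline after carbachol; higher B-score means a larger calcium signal and so more RGS4 inhibition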
Target sequence (P49798 whole entry, looked up): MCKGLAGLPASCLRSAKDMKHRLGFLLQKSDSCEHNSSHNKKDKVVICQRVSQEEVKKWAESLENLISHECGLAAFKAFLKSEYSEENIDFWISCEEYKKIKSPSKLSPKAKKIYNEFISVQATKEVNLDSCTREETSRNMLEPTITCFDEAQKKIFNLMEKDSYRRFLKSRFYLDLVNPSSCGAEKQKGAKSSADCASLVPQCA
RGS4 act – RGS4 potentiators or activators, primary screen, cell-based, HEK293 M3R inducible RGS4, calcium flux; carbachol calcium flux Fluo4; hits give low values; B-score at 10 µM; 310,000 tested, 0.92% active;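 active = B-score of the integrated calcium signal more than 4 SD below the library mean, with starting fluorescence not abnormally high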;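 also: negative B-score means reduced calcium response which marks RGS4 activation or potentiation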
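Reagent: ECmax carbachol challenge; Test system: M3R-expressing HEK293 line, RGS4 induced by doxycycline; Schedule: overnight RGS4 induction, 30 min dye load 37 °C, 20 min compound RT; Detection: calcium dye Fluo4 fluorescence; Read-out: Agonist-evoked peak-minus-minimum fluorescence over baseline, integrated ratio, B score.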
GSK3 alpha inh – blockers of GSK3A enzyme activity – biochemical, luminescence, cell-free homogeneous, HTS, primary screen; Glycogen synthase kinase-3 alpha (Homo sapiens), P49840; GSK-3 alpha kinase, ADP-Glo luminescence, 60 min; inhibition, % at 10 µM; 320,000 tested, 0.1% active; AID 2650, 2010;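 in the data active = inhibition above about 50%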;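 also: GST-tagged GSK-3 alpha with peptide substrate and 25 µM ATP; 0% = DMSO neutral wells and 100% = GW8510 positive control wells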
Target sequence (P49840 whole entry, looked up): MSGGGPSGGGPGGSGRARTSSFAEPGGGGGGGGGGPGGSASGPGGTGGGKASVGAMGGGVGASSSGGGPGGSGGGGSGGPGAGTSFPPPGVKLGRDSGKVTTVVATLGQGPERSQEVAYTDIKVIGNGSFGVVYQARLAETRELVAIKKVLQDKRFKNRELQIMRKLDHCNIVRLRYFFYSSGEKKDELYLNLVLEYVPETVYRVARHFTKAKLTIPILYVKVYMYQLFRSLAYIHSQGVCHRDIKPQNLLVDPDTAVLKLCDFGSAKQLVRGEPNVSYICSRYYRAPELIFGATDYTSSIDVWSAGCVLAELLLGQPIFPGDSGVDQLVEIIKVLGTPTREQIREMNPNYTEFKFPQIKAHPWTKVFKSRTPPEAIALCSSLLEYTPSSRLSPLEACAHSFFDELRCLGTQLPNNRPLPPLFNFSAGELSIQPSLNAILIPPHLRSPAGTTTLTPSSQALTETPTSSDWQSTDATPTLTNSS
KCNQ1 act – potentiators or activators of KCNQ1 channel, primary screen, cell-based, thallium flux, high-throughput; Potassium voltage-gated channel subfamily KQT member 1 (Homo sapiens), P51787; 310,000 tested, 0.35% active; B-score at 10 µM; AID 2648, 2010; CHO-K1 KCNQ1, thallium flux FluxOR fluorescence; hits give high values;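 active = fluorescence ratio B-score, a plate-corrected score, at least three library SD, with initial intensity B-score within 5 SD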
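Doses: Single concentration per compound, DMSO matched to controls | Test system: KCNQ1-transfected CHO-K1 cells | Timing: 90 min dye loading and 20 min compound exposure, both at room temperature | Measured by: Kinetic FluxOR thallium fluorescence, 10-s 1-Hz baseline, 110-s post-stimulus read | Medium: Assay buffer with matched DMSO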
* hit, by the source's call; i = inactive; x = no result given. Only part of the results is shown; count on the stated rates, not on these rows.

SMILES	Dyrk1A ADPGlo	KCNQ1 inh	KCNK3 inh	hERG protect	PolyA inhibitor	GSK3beta inhib	KCNK9 inh	RGS4 inh	RGS4 act	GSK3 alpha inh	KCNQ1 act
COc1ccc(-n2c3c(cc(C(=O)Nc4cccc(C)n4)c2=O)C(=O)CC(C)(C)C3)cc1	x	i	i	-4.8	x	1.1	i	i	i	-6.0	i
Cc1ccc(S(=O)(=O)Cc2ccc(C(=O)N3CCc4ccccc4C3)o2)cc1	0.3	i	i	-0.4	i	1.9	i	i	i	3.8	i
COc1ccc2c(N)c(C(=O)NN)[nH]c2c1	-0.2	i	i	-6.8	i	1.0	i	i	i	1.7	i
CC(C(=O)NCC1CCCO1)n1cc([N+](=O)[O-])cn1 (stereo not drawn)	1.1	i	i	-6.7	i	2.5	i	i	i	-1.0	i
COc1ccc(-c2nnc3sc(CCN4C(=O)c5ccccc5C4=O)nn23)cc1	35.7	i	i	-7.8	i	-3.3	i	i	i	6.4	i
O=C(NC1CCCCC1)c1ccccc1NC(=O)C1CC1	4.2	i	i	-7.5	i	-0.8	i	i	i	-1.2	i
COc1ccc(-n2cnc3cc(NC(=O)c4ccco4)ccc32)cc1	15.2	i	i	-12.4	i	-7.0	i	i	i	0.3	i
Cc1nccn1CC(=O)N/N=C/c1cccc(O)c1	-3.0	i	i	-4.1	i	-1.1	i	i	i	1.7	i
CCc1ccc(C(=O)COC(=O)CCc2nc3ccccc3c(=O)[nH]2)cc1	-2.6	i	i	-3.2	i	3.9	i	i	i	0.1	i
COc1ccc(-n2cnc3sc4c(c3c2=O)CCCC4)cc1	1.2	i	i	-2.6	i	1.8	i	i	i	-1.1	i
Cc1ccccc1/C=C/c1nc2ccccc2c(=O)[nH]1	2.5	i	i	-14.8	i	-1.9	i	i	i	-0.1	i
COc1ccc(C2(c3ccc(OC)cc3)NC(=O)N(CC(=O)NC3CCCC3)C2=O)cc1	x	i	i	-15.2	i	1.3	i	i	i	-1.3	i
Cc1c(C(=O)NCCSCc2ccc(Cl)cc2Cl)cccc1[N+](=O)[O-]	-6.9	i	i	10.0*	i	-0.1	i	i	i	-0.6	i
CCc1nnc(NC(=O)COc2ccc(N(C)S(=O)(=O)c3ccc(C)cc3)cc2)s1	2.2	i	i	-1.9	i	1.1	i	i	i	x	i
Cc1nc2ccccc2c(=O)n1NCc1cc(Br)cs1	15.8	i	i	-2.9	i	-2.2	i	i	i	-2.2	i
Cn1c2ccccc2c(=O)c2ccc(C#Cc3ccccn3)cc21	x	i	x	-4.9	i	1.0	i	i	i	-1.8	i
CN(C)c1ccc(NC(=O)CN2C(=O)c3ccccc3C2=O)cc1	-2.7	i	i	-7.8	i	-4.0	i	i	i	-0.2	i
COc1ccc(C)cc1-n1nnnc1SCC(=O)Nc1cc(C)on1	-1.6	i	i	-7.8	i	1.6	i	i	i	-1.6	i
CCN(Cc1ccccc1)S(=O)(=O)c1ccc2oc(C(=O)O)c(C)c2c1	4.6	i	i	-7.3	i	2.8	i	i	i	x	i
COc1ccc(S(=O)(=O)Nc2ccc(OCC(=O)O)cc2)c2ccccc12	4.6	i	i	-5.6	i	-0.4	i	i	i	-3.9	i
CN(C(=O)c1cc(S(=O)(=O)N2CCCCC2)c[nH]1)C1CCCCC1	2.1	i	i	-14.3	i	3.3	i	i	i	-0.5	i
O=C1NC(c2ccccc2Cl)=N/C1=C/c1ccco1	12.4	i	i	-6.5	i	-5.2	i	i	i	1.7	i
CCC(CC)c1nnc(NC(=O)C2CCCO2)s1 (stereo not drawn)	x	i	i	-8.2	i	-3.7	i	i	i	-3.8	i
CO/N=C(/CS(=O)(=O)Cc1ccccc1Cl)c1ccc(Cl)cc1Cl	-3.8	i	i	-7.3	i	-7.1	i	i	i	0.3	i
CCCC(=O)NCc1ccc2c(c1)cc(C)n2C	1.6	i	i	-12.4	i	1.6	i	i	i	2.2	i
COC(=O)c1ccc(CN(C)S(=O)(=O)c2cccs2)cc1	2.6	i	i	-5.1	i	x	i	i	i	-0.1	i
O=C(NNc1ccccn1)c1ccccc1CC[N+](=O)[O-]	1.5	i	i	-1.2	i	4.0	i	i	i	0.1	i
CN(C)S(=O)(=O)c1cccc(C(=O)Nc2ccc(Cl)cn2)c1	24.9	i	i	-1.3	i	0.2	i	i	i	-1.9	i
COc1cc2c(cc1OC)C(C(=O)Nc1cc(C)c(OC)c(C)c1)CC(=O)N2 (stereo not drawn)	2.2	i	i	-5.1	i	0.2	i	i	i	4.0	i
CCc1ccc(OCC(=O)N/N=C2\CC(=O)c3ccccc32)cc1	1.1	i	i	-18.1	i	-3.0	i	i	i	0.1	i
Cc1cc(NC(=O)C2CCCO2)ccc1Br (stereo not drawn)	-5.8	i	i	-11.0	i	-2.9	i	i	i	-1.7	i
CN(C)CCN1CC(O)=C(c2nc3ccccc3s2)C1=N	15.2	i	i	-1.6	i	0.6	i	i	i	4.7	i
O=S(=O)(NCC(c1cccnc1)N1CCN(Cc2ccccc2)CC1)c1ccc(Cl)cc1 (stereo not drawn)	-3.3	i	i	-11.6	i	-0.9	i	i	i	-2.7	i
Cc1ccc(OCC(=O)NNC(=O)Cn2nnc(-c3ccccc3)n2)cc1	-2.3	i	i	-8.3	i	-1.9	i	i	i	1.3	i
COc1ccc(NC(=O)c2ccc(Cl)cc2)c[n+]1[O-]	-2.5	i	i	-8.2	i	-4.6	i	i	i	-2.5	i
CCOc1ccc(-n2cnc3sc4c(c3c2=O)CCCC4)cc1	x	i	i	-5.8	i	-0.1	i	i	i	-3.3	i
COc1ccc(S(=O)(=O)NCC2CCCN(C(=O)C3CCCC3)C2)cc1 (stereo not drawn)	-1.5	i	i	-7.0	i	1.4	i	i	i	-1.7	i
Cc1cc(C)cc(NS(=O)(=O)c2ccc(NC(=S)NC(=O)c3ccc(Br)o3)cc2)c1	7.8	i	i	-2.8	i	2.3	i	i	i	1.3	i
Cc1cc(C)cc(NC(=S)N2CCN(c3ccccn3)CC2)c1	x	i	i	-6.6	i	-0.8	i	i	i	-2.4	i
O=C(c1ccccc1)N(Cc1ccco1)C1CCS(=O)(=O)C1 (stereo not drawn)	-6.2	i	i	-15.3	i	4.3	i	i	i	-1.6	i
COC(=O)c1ccc(C(=O)OC)c(NC(=O)c2cccnc2)c1	x	i	i	-5.3	i	-0.4	i	i	i	-1.1	i
COc1cc(Cc2cc(N)nc(N)n2)cc(OC)c1OC	-0.4	i	i	-4.1	i	0.1	i	i	i	-0.3	i
CCCOc1ccc(/C(CC)=N/NC(=O)C2(C)CC2(Br)Br)cc1 (stereo not drawn)	-5.4	i	i	-6.8	i	0.3	i	i	i	-1.0	i
COc1cc(C(=O)Nc2cccc(-c3nc4cc(C)ccc4o3)c2)cc(OC)c1OC	0.9	i	i	-6.5	i	-1.1	i	i	i	-8.0	i
Cc1ccc(S(=O)(=O)N(C)C)cc1NC(=O)COC(=O)c1sc2cc(Cl)ccc2c1Cl	6.3	i	i	-12.4	i	1.0	i	i	i	-1.0	i
CCOc1ccccc1NC(=O)CS(=O)(=O)c1cn(CC(=O)N2CCOCC2)c2ccccc12	-6.1	i	i	-6.8	i	2.5	i	i	i	0.0	i
CC1CCC(NC(=O)Nc2cccs2)CC1 (stereo not drawn)	37.4	i	i	-3.2	i	-3.7	i	i	i	1.9	i
CN(Cc1nc2c(s1)CCCC2)C(=O)CCc1nnc(-c2ccc3c(c2)OCO3)o1	-5.0	i	i	-7.5	i	-32.9	i	i	i	57.8*	i
CCCCOc1ccc(NC(=O)c2cc(F)c(F)cc2Cl)cc1	22.4	i	i	-6.8	i	-3.8	i	i	i	-0.5	i
Cc1cc(NC(=O)COc2ccccc2)n(-c2ccccc2)n1	-6.0	i	i	-7.5	i	3.0	i	i	i	-3.3	i
CCOc1ccccc1CNC(=O)c1cc2occc2n1C	3.7	i	i	0.5	x	1.7	i	i	i	-1.1	i
COc1ccc(NC(=O)C(C)N(c2ccc(C)cc2)S(C)(=O)=O)c(OC)c1 (stereo not drawn)	-3.8	i	i	-3.2	i	-1.2	i	i	i	1.5	i
CCC(C)c1ccccc1N1CC(C(=O)NCCc2ccc(OC)c(OC)c2)CC1=O (stereo not drawn)	2.3	i	i	-7.0	i	1.2	i	i	i	x	i
O=C(CC1CCCCC1)NCc1ccccc1Cl	10.2	i	i	-1.9	i	-3.3	i	i	i	-0.7	i
c1ccc(-c2ncc(CSc3nncn3-c3ccccc3)s2)cc1	11.8	i	i	-4.7	i	-0.9	i	i	i	-1.2	i
CCOc1cc(/C=N/n2nnnc2N)ccc1OCc1c(C)no[n+]1[O-]	0.9	i	i	-4.4	i	1.8	i	i	i	-2.6	i
C=CCOC(=O)C1=C[C@@H](c2cn(C(C)=O)c3ccccc23)C[C@@H](OCc2ccc(CO)cc2)O1	0.0	i	i	-9.2	i	0.9	i	i	i	0.7	i
CCC(CC)NC(=O)CN(c1ccccc1OC)S(=O)(=O)c1cccs1	-1.2	i	i	-12.9	i	-2.2	i	i	i	-0.8	i

Compound activity deposited in PubChem BioAssay by several laboratories.
